Screening data (PubChem BioAssay)
IMPase Li inh – IMPase inhibition in cells with lithium potentiation. CHO-M1 cells, IP1 TR-FRET (IP-One), carbachol + lithium. Potency, µM (highest dose often 59.4 µM), for inactives: at the highest dose activity, negative = IMPase inhibition, hits mostly inhibitors. actives 0.35% (n = 210,000). AID 1457;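 note: IP1 builds up when IMPase is blocked and the TR-FRET signal falls; potency is the fitted concentration of half-maximal effect; plate controls were basal vehicle for no effect and high inhibitor control for full effect; nearly all actives have a fitted effect of over 50% in size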
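Readout is a homogeneous TR-FRET IP1 immunoassay (Ex 320, Em 665 and 620), where raised cytosolic IP1 lowers signal. Cells were CHO-M1 treated 30 min at 37C with test compounds plus a little lithium; AC50 values came from Hill-equation fitting.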
HTT ATP protect – protects HTT-Q103 PC12 cells, measured by ATP | Potency, µM (series often up to 56.4 µM), inactives show cytoprotection (ATP increase), most hits filed as activators | actives 0.14% (n = 230,000) | PC12 HTT-Q103 induced, cytoprotection, ATP luminescence, 40 h;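 note: potency is the fitted concentration of half-maximal effect; % of control where 0% means no effect; nearly all actives have a fitted effect of over 45% in size; toxic huntingtin expression switched on by the ecdysone agonist tebufenozide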
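Cells were plated at 1500 per well in phenol red-free DMEM with 5% equine and 5% calf serum. Tebufenozide (100 nM final) and compounds were added, then ATPlite reagent, and luminescence was read.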
CBFb-RUNX1 inh – inhibitors of human CBF-beta and RUNX1 interaction. Potency, µM (doses to about 59.8 µM), inactives show top-dose activity, negative = inhibition, hits mostly inhibitors. AlphaScreen CBFb-His/RUNX1-biotin binding, biochemical. 230,000 tested, under 10 active. Q01196+Q13951; note: % of control where 0% means no effect
Target sequence (Q01196 whole entry, looked up): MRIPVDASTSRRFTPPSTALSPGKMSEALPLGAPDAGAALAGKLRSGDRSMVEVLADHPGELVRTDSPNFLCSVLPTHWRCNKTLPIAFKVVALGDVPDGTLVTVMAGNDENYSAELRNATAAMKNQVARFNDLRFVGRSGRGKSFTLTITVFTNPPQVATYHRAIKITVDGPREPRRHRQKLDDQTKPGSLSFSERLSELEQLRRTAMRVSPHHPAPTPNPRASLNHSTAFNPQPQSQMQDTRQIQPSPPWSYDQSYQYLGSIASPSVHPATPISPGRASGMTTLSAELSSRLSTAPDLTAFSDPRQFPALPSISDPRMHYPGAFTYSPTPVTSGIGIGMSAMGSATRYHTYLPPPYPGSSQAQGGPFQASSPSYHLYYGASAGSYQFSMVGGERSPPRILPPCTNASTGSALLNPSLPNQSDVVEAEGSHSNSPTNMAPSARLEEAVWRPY
Target sequence (Q13951 whole entry, looked up): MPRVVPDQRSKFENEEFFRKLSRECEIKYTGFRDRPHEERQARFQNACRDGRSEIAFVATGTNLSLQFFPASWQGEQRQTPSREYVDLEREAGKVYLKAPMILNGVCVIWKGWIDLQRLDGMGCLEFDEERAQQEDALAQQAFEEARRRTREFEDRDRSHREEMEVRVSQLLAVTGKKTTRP
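Interaction loss through any mechanism counts as activity. Pre-formed complex of His-CBF-beta and biotin-RUNX1 (30 nM apiece) is incubated with compound 15 min, then with 50 ng nickel and 50 ng streptavidin beads for 90 min before AlphaScreen detection.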
HTT aggregate – reduces HttQ103-GFP aggregates in PC12 cells. PC12 HttQ103-GFP aggregates, Acumen cytometry, 40 h. Potency, µM (titrated, usually from 46.1 µM), without a hit: at the top dose activity change, negative = inhibition, usual class: inhibitors. actives 1.1% (n = 220,000). AID 1688; note: potency is the fitted concentration of half-maximal effect; % is set by controls: 0 for no effect and ±100 for the full control effect; nearly all actives have a fitted effect of over 60% in size
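Quantitative HTS on tebufenozide-induced (100 nM) PC12 cells stably expressing polyQ103 Huntingtin exon 1–GFP. Reduction of bright GFP aggregates, detected by laser scanning cytometry after lysis, identified actives across the titration.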
SMN2 splice up – enhancers of SMN2 splice variant expression; Potency, µM (titrated, usually from 46.1 µM), inactives show at the top dose activity change, positive = activation, most hits filed as activators; actives 2.8% (n = 210,000); HEK293 SMN2-luciferase splicing reporter, luminescence, 30-36 h; note: potency is the fitted concentration of half-maximal effect; % of control where 0% means no effect; nearly all actives have a fitted effect of over 55% in size
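qHTS luciferase splicing reporter: luminescence rises when SMN2 exon 7 is included in transfected HEK293 cells. Compound exposure lasted 30-36 h at 37C, with 4.5 mM final sodium butyrate as control, followed by a ONE-Glo read.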
LMNA splice mod – modulators of lamin A splicing; AID 1487; Potency, µM (highest dose often 46.1 µM), without a hit: at the highest dose ratio change, negative = inhibition, actives largely listed as inhibitors; HeLa LMNA splicing GFP/RFP minigene ratio, 48 h; actives 0.01% (n = 200,000); active = well fitted inhibition curve with a large enough effect in the signal ratio, with a control signal flat, not every such curve was filed as active; inconclusive = small, poorly fitted or top-dose-only effect, or effect the other way, or a change in a side signal; the % refers to the signal ratio; note: potency is the fitted concentration of half-maximal effect; % is set by controls: 0 for no effect and ±100 for the full control effect
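Read-out is the ratio of GFP to DsRed2 object intensity, acquired by 488 nm laser-scanning cytometry on HeLa lamin A-EGFP minigene reporter cells. Compound incubation 48 hrs at 37 °C in Opti-MEM with 2% FBS; DMSO 0.5% final.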
KinaseGlo FLuc – Kinase-Glo luciferase inhibition (counter-screen) | Kinase-Glo luciferase, ATP luminescence, 8 min | actives 0.28% (n = 200,000) | Potency, µM (doses to about 38.3 µM), for inactives: top-dose activity change, negative = inhibition, hits mostly inhibitors; note: potency is the fitted concentration of half-maximal effect; % is set by controls: 0 for no effect and ±100 for the full control effect; nearly all actives have a fitted effect of over 60% in size
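Light output from Kinase-Glo luciferase with luciferin and 10 uM ATP in 50 mM imidazole pH 7.2, KCl, MgCl2, Tween 20, BSA; compound pin-delivered, 8-min ambient incubation, then luminescence read.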
* marks the source's active call; other numbers are inactive results; u = inconclusive; x = not tested or not shown; & = joins results of further samples; [ ] = another dose, or the depositor's remark. Unless noted, calls come from the whole dose curve; as a rule, active = well fitted curve in the direction sought with a large enough effect; inconclusive = small, poorly fitted or top-dose-only effect, or another doubt; inactive = no such curve, though single readings can be large; an effect the other way counts as inactive or inconclusive.

Each structure is followed by: HTT ATP protect, KinaseGlo FLuc, SMN2 splice up, LMNA splice mod, IMPase Li inh, HTT aggregate, CBFb-RUNX1 inh
1. Cc1cc(C)c(C#N)c(SCCS(=O)(=O)Cc2ccccc2)n1
 : 13%, 3%, u, -5%, 29%[38.3 µM], 20%, 8%
2. O=C(Nc1ccc(Cl)c(Cl)c1)c1cccc(S(=O)(=O)NCc2cccnc2)c1
 : 0%[10 µM], -2%, -79%[inhibitor], u, 8%, u, -4%
3. CCOc1ccccc1CN1CCN(S(C)(=O)=O)CC1
 : -2%[10 µM], -1%, 0%, 5%, 21%[38.3 µM], u, -1%
4. COc1cc(OC)c(C(=O)NCc2cccnc2)cc1OC
 : -44%, 1%, 1%, 5%[46 µM], 1%, -6%, 3%
5. Cc1cc(C(=O)Nc2c(C)nn(Cc3ccc(F)cc3)c2C)on1
 : -19%, 2%, x, -3%, -15%[38.3 µM], 1%, -1%
6. CC1=NCCN1S(=O)(=O)c1ccccc1[N+](=O)[O-]
 : -4%, -3%, -9%, x, -3%, -5%, 1%
7. CN(c1ccccc1C(=O)Nc1ccccc1C(=O)NCc1ccco1)S(C)(=O)=O
 : -6%, -2%, 3%, -3%, 4%[38.3 µM], -9%, 2%
8. CCCc1cc(=O)[nH]c(SCc2cc(=O)oc3cc(C)c(C(C)C)cc23)n1
 : x, 0%, -8%, u, 1%, -20%, -8%
9. CCCCNC(=O)Cn1cnc([N+](=O)[O-])n1
 : x, 0%, -19%, x, 3%, x, 1%
10. CC(NC(=O)Cn1nc(-c2ccccc2)c2ccccc2c1=O)c1ccccc1 (stereo not given)
 : -21%, -3%, 9%, -2%, 7%[38.3 µM], 16%, 3%
11. COc1cc(O)c(C(CC(=O)N2CCOCC2)c2ccc3c(c2)OCO3)c(OC)c1 (stereo not given)
 : -19%[10 µM], x, x, x, x, -9%[9.22 µM], 9%&22%
12. Cc1cc(C(F)(F)F)cc(NNC(=O)NC(=O)c2c(F)cccc2Cl)n1
 : 12%[10 µM], x, x, x, x, -5%[9.22 µM], 5%
13. Cc1c(C#N)c(N=CN(C)C)c(C(=O)c2ccccc2)n1-c1ccc(Br)cc1
 : 1%, 0%, 2%, 0%, 40%[38.3 µM], 7%, -14%
14. C/C(=N/NC(=O)c1ccoc1C)c1ccc(NC(=O)C2CCCC2)cc1
 : x, -10%, u, 0%, -5%, 11%, 3%
15. COc1ccc(NC(=O)C2CCN(S(=O)(=O)c3c(C)noc3C)CC2)cc1Cl
 : 2%, -1%, 14%, -4%, 21%[38.3 µM], 12%, 0%
16. O=C(Nc1nc(-c2ccncc2)cs1)c1ccc(F)cc1
 : -13%, 6%, 7%, x, 5%, 9%, 11%
17. O=C(/C=C\c1ccc2c(c1)OCO2)Nc1c2c(nn1-c1ccc(Cl)cc1)CSC2
 : x, 0%, -27%, u, 8%, 17%, 3%[2.36 µM]
18. COc1ccc(/C=C(\C#N)C(=O)OCC(=O)Nc2ccc(-c3nc4ccc(C)cc4s3)cc2)cc1
 : -141%[inhibitor], 1%, 2.5µM*, 8%[46 µM], -3%, -4%[9.22 µM], -7%
19. CCCCN(CCCC)Cc1ccc(C(=O)NNC(=O)Nc2ccc(Cl)cc2)o1
 : -30%[inhibitor], x, x, x, 7%, -4%, 9%
20. O=C(CN1C(=O)C2CC=C(Cl)CC2C1=O)Nc1ccc(C(=O)O)cc1 (stereo not given)
 : 18%[1.9 µM], 1%, 5%, 1%, 18%[38.3 µM], 3%, 9%
21. Cc1ccc(NC(=S)N(CCCN2CCC(C)CC2)Cc2ccco2)cc1
 : -21%, -1%, -13%, -17%[46 µM], 3%, 12%, -6%
22. O=c1[nH]c(/C=C/c2ccccc2[N+](=O)[O-])nc2ccccc12
 : -13%[10 µM], -1%, 15%, -15%, 0%, 9%, -2%
23. CCOC(=O)CC(=O)Nc1ccsc1C(N)=O
 : u, x, x, 10%[46 µM], x, 37%[9.22 µM], 1%
24. CCOC(=O)C1(CCc2ccccc2)CCN(C(=O)C(C)n2cncn2)CC1 (stereo not given)
 : -18%[10 µM], -1%, x, u, 3%, -17%[9.22 µM], 4%
25. Nc1cc(N)nc(SCc2cccnc2)n1
 : 29%, -2%, 9%, 0%, 19%[38.3 µM], -1%, -1%
26. CC(NC(=O)c1ccc([N+](=O)[O-])cc1[N+](=O)[O-])c1ccc(-c2ccccc2)cc1 (stereo not given)
 : 10%[10 µM], 3%, -19%, u, 7%, -14%, -10%
27. CC(C)N1CCc2c(sc(NC(=O)c3cc4cc([N+](=O)[O-])ccc4s3)c2C(N)=O)C1
 : -35%, 2%, -10%, x, 15%, 7%[9.22 µM], 11%
28. CCCCCN(C(=O)NC(=O)NCCCC)S(C)(=O)=O
 : -10%, -7%, -3%, -2%, -10%[38.3 µM], 2%, 7%
29. CC1=C(C)C(=O)N(CCC(=O)O)C1=O
 : -2%, -1%, 4%, -5%, -1%[38.3 µM], 8%, 5%
30. Cc1[nH]c2ccccc2c1/C=N/NC(=S)NC(C)C
 : 30%[10 µM], 0%, 2%, u, 4%, -12%, -13%
31. COc1ccc(CN=C2NC(=O)CC(C(=O)Nc3ccccc3C)S2)cc1 (stereo not given)
 : 12%[10 µM], x, x, -6%, x, 2%, 0%
32. Cc1cc(N(CCO)CCO)ccc1C(c1ccc(N(CCO)CCO)cc1C)c1ccccc1Cl
 : 28%[10 µM], x, x, -29%, x, u, u
33. CS(=O)(=O)c1ccc2nc(NC(=O)Nc3ccc(Cl)cc3)sc2c1
 : 14%[10 µM], 0%, -1%, -1%, 2%, 7%, 5%
34. O=C1c2ccccc2C(=O)c2c1ncn2-c1ccccc1
 : 4%[10 µM], -1%, -46%[inhibitor], u, -4%, u, 7%
35. O=C(NC1CCCCC1)C(c1ccc(Cl)cc1)N(C(=O)c1cnccn1)c1ccc2c(c1)OCO2 (stereo not given)
 : -27%, -1%, -11%, u, 14%[38.3 µM], 10%, 7%
36. CC1CCN(C(=O)CSc2nnc(-c3cccnc3)n2C2CCCCC2)CC1
 : -7%, 4%, 16%, -2%, 5%[38.3 µM], -11%, -1%
37. CCc1cccc(OCC(=O)Nc2c[nH]c(=O)[nH]c2=O)c1
 : 28%[10 µM], -2%, 11%, u, -6%, 17%, 18%
38. Cc1ccc2cc(CCNC(=O)c3c(-c4ccccc4Cl)noc3C)c(=O)[nH]c2c1
 : -32%[10 µM], -2%, -6%, -15%, 12%[38.3 µM], 15%, 12%
39. Cc1c(CCO)c(=O)n(C)n1C(=O)c1ccc(F)cc1
 : 4%, -2%, -4%, -1%, -4%[38.3 µM], 3%, 5%
40. Cc1cc(=O)[nH]c(SCC(=O)O)c1C#N
 : -15%, x, x, 9%, x, 6%, 5%
41. CC1(C(=O)Nc2c(F)c(F)c(F)c(F)c2F)CC1(Br)Br (stereo not given)
 : 3%[10 µM], x, x, x, x, 4%[9.22 µM], 11%
42. Cn1c(=O)c2c(nc(NCCCN3CCOCC3)n2Cc2ccc(Cl)cc2Cl)n(C)c1=O
 : -12%, 0%, -11%, 9%, 6%[38.3 µM], -9%[9.22 µM], -2%
43. O=C(CS(=O)(=O)c1ccccc1)Nc1cccnc1
 : 38%[10 µM], 5%, x, -7%[46 µM], 4%, 18%[9.22 µM], 10%
44. CCCS(=O)(=O)c1c(S(=O)(=O)CCC)c2ccc(C(C)=O)cn2c1C(=O)OC
 : x, -3%, 3%, u, -3%, x, 0%
45. O=C(Nc1nnc(CCc2ccccc2)s1)c1ccco1
 : -23%, -5%, 13%, 13%, -4%[38.3 µM], -18%, 2%
46. O=S(=O)(/N=C(/Nc1cccc2ccccc12)c1ccccc1)c1cccs1
 : 3%[10 µM], 7%, 4%, -6%, 13%, 15%, 1%
47. CN(C)NC(=O)c1ccc([N+](=O)[O-])s1
 : -12%[10 µM], x, x, x, x, -18%[9.22 µM], 2%
48. Clc1cccc(Cl)c1NC1=NCCC1
 : 14%, 2%, -35%, 8%, 30%[activator][38.3 µM], -1%[9.22 µM], 0%
49. COc1ccc2[nH]c(=O)c(C(c3nnnn3C(C)(C)C)N(Cc3ccco3)CC3CCCO3)cc2c1 (stereo not given)
 : -3%, -4%, 7%, 21%, 16µM*, 24%, -5%
50. CC/C(=N/N=C(\CC)c1ccccc1)c1ccccc1
 : -3%[10 µM], -1%, 0%, 4%, 0%, -2%, 12%
51. Cc1nn(-c2ccccc2)c(C)c1C(=O)OCC(=O)N1c2ccccc2NC(=O)C1(C)C
 : -12%, 4%, -2%, -16%, 21%[38.3 µM], 25%[9.22 µM], 3%
52. O=c1ccn([C@@H]2O[C@H](COP(=O)(O)OP(=O)(O)OP(=O)(O)O)[C@@H](O)[C@H]2O)c(=O)[nH]1
 : x, x, -4%, x, u, x, 7%
53. COc1ccc(C2=NN(C(=O)CSc3nnc(C)c(=O)n3N)C(c3ccco3)C2)cc1 (stereo not given)
 : -16%, -3%, u, x, 2%, -4%, -1%
54. COc1ccc(/C(C)=N/Nc2nc3ccccc3n3cnnc23)cc1OC
 : -27%[10 µM], x, x, x, x, -14%[9.22 µM], 4%
55. O=C(NCCOc1cccc(Cl)c1Cl)c1cc(-n2cnnc2)ccc1Cl
 : -21%, -2%, -4%, u, 0%[38.3 µM], -6%, 3%
56. CN1/C(=C\C(=O)COC(=O)c2ccc([N+](=O)[O-])o2)C(C)(C)c2ccccc21
 : -35%[inhibitor], -2%, -14%, x, 3%, -31%, -12%

Sorted by value in SMN2 splice up (largest number first): 3 from the list above.
no.	compound	SMN2 splice up	LMNA splice mod	IMPase Li inh	HTT aggregate	CBFb-RUNX1 inh
36	CC1CCN(C(=O)CSc2nnc(-c3cccnc3)n2C2CCCCC2)CC1	16%	-2%	5%[38.3 µM]	-11%	-1%
39	Cc1c(CCO)c(=O)n(C)n1C(=O)c1ccc(F)cc1	-4%	-1%	-4%[38.3 µM]	3%	5%
38	Cc1ccc2cc(CCNC(=O)c3c(-c4ccccc4Cl)noc3C)c(=O)[nH]c2c1	-6%	-15%	12%[38.3 µM]	15%	12%
